# Screening data deposited in PubChem BioAssay by several laboratories.
# bIAP act – increases bovine intestinal alkaline phosphatase activity | AID 1016 | activation factor at 20 µM | hit rate 0.17% among 200,000 | purified bovine IAP, CDP-star luminescence, 30 min; active compounds read high; fold of DMSO-control signal, blank-subtracted;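 active means activation factor of 2 or more at 20 µM, a signal rise over negative controls twice the positive control's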
# TLR4 MyD88 comp – TLR4-MyD88 interaction inhibition in cells. inhibition, % at 8.4 µM. hit rate 0.18% among 200,000. AID 861. HeLa CL3-4 TLR4/MyD88 BLA complementation, FRET ratio; in the data active means inhibition above about 25%;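 further: 0% = vehicle and 100% = reference inhibitor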
# Target sequence (O00206 whole entry, looked up): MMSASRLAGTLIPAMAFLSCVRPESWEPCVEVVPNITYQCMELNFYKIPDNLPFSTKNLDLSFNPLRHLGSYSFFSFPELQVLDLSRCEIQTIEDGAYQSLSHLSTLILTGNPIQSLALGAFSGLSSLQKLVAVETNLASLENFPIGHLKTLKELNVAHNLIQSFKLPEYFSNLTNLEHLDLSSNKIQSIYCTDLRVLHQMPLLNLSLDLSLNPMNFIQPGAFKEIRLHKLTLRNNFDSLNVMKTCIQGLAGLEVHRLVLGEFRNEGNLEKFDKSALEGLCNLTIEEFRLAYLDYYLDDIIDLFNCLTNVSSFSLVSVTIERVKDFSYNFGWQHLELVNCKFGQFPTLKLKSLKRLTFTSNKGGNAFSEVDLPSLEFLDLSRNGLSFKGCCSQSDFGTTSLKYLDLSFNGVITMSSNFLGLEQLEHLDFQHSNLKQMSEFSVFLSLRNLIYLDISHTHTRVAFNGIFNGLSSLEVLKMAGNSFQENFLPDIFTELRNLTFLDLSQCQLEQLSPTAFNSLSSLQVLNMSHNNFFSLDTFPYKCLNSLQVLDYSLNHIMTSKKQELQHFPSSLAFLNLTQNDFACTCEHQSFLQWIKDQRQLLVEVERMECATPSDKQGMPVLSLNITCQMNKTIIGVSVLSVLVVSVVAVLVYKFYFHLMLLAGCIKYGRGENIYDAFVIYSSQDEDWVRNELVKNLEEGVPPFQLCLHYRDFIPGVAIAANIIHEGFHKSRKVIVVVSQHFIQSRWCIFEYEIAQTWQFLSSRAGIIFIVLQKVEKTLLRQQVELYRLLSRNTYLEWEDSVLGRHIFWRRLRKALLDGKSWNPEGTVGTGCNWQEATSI
# Target sequence (Q99836 whole entry, looked up): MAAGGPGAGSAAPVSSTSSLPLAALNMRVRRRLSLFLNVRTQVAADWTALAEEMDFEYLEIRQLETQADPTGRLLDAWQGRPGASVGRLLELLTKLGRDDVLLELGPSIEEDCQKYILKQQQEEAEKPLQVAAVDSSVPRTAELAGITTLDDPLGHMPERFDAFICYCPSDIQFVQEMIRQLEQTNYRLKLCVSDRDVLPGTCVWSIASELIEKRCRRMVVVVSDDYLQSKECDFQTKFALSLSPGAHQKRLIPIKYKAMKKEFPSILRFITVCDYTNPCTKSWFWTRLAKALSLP
# DTT redox prof – compounds producing H2O2 with reducing agent – biochemical, NIH compound library profiling, artefact control for MLSCN library redox annotation, primary screen. DTT-dependent redox cycling H2O2, phenol red/HRP absorbance; 100% = 100 µM peroxide control, 0% = buffer. activation, % at 10 µM. hit rate 0.03% among 200,000;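 active means activation of at least 50% relative to the plate's high and low controls in the primary single-dose screen; inactive means activation below 50%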;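 further: compound incubated with DTT at 0.8 mM final as the reducing agent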
# PPARg SRC-1 ag – PPARgamma-driven SRC-1 recruitment agonism. AID 631. hit rate 0.41% among 200,000. PPARgamma-SRC-1 coactivator recruitment biochemical assay. activation, % at 8 µM; in the data active means activation above about 19%;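 further: 0% = DMSO and 100% = reference agonist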
# bIAP inh – intestinal alkaline phosphatase (bovine) inhibition | purified bovine IAP, CDP-star luminescence, 30 min | inhibition, % at 20 µM | 190,000 tested, under 10 active;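 active means over 50% inhibition of intestinal alkaline phosphatase at 20 µM in the single-dose screen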
#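 Incubation: 30 min reaction at room temperature / Material: purified bovine intestinal alkaline phosphatase (IAP) enzyme / Input: enzyme at 1/65,000,000 dilution / Dosing: 20 µM single dose / Signal: CDP-star luminescence signal / Reagent: CDP-star chemiluminescent phosphatase substrate, 30 µM final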
# SRC2 TRFRET art – flags TR-FRET format artefacts in PPARgamma SRC-2 recruitment agonist screen; TR-FRET artefact counter-screen; active compounds read high; TR-FRET ratio at 8 µM; hit rate 0.4% among 200,000; AID 1049; in the data active means TR-FRET ratio above about 2000; further: inactives centre near 1500; reference of the scale not given here
# L major viab – Leishmania major promastigote growth inhibition. Leishmania major promastigotes, resazurin fluorescence viability. inhibition, % at 10 µM. hit rate 9% among 200,000. AID 1063; in the data active means inhibition above about 50%;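 further: promastigotes grown with compound for 44 hours at 28 °C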
# PPARg SRC3 recr – PPARgamma-driven SRC-3 recruitment agonism | biochemical PPARgamma/SRC-3 coactivator recruitment assay | activation, % at 8 µM | hit rate 0.26% among 200,000 | AID 731; in the data active means activation above about 23%;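 further: 0% = DMSO and 100% = reference agonist; some compounds past the cut are filed as inactive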
# ROMK primary – modulates human ROMK potassium channel activity; Tet-inducible ROMK, thallium flux fluorescence; actives lie on both sides; B-score at 10 µM; hit rate 2% among 130,000;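 active means signal ratio slope over the read window, or its plate-corrected B-score, at least 3 SD from the plate mean, either direction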;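 further: B-score of the F/F0 ratio slope over 7 to 12 s after thallium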
# PPARg SRC-2 ag – PPARgamma-driven SRC-2 recruitment agonism; P37231; PPARgamma LBD-SRC-2 recruitment, biochemical; activation, % at 8 µM; hit rate 0.34% among 200,000; AID 1032; in the data active means activation above about 22%;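 further: 0% = vehicle and 100% = reference agonist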
# S1P3 antagonist – S1P3 (human) receptor antagonism. Q99500. CHO S1P3 NFAT-BLA reporter, FRET fluorescence, antagonist mode. inhibition, % at 4.98 µM. hit rate 0.27% among 170,000;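 active means inhibition above the plate cutoff, the mean inhibition of test wells on that plate plus 3 SD, cut at about 28% in these data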;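 further: cells challenged with S1P at its EC80 of 0.8 µM; blue over green emission ratio from cleaved BLA substrate after 4 h stimulation; 0% = S1P-stimulated wells and 100% = unstimulated DMSO-only wells; some compounds past the cut are filed as inactive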
# Numbers without * were called inactive; · = no result given.
SMILES,bIAP act,TLR4 MyD88 comp,DTT redox prof,PPARg SRC-1 ag,bIAP inh,SRC2 TRFRET art,L major viab,PPARg SRC3 recr,ROMK primary,PPARg SRC-2 ag,S1P3 antagonist
O=C(Nc1ccc(S(=O)(=O)N2CCCCC2)cc1)C1CCCN(C(=O)c2ccc(Cl)cc2)C1 (stereo not drawn),1.2,3.5,-0.5,8.1,-15.7,1612,55.7*,2.8,-1.25,3.9,-13.3
C=CCn1c(C)cc(C(=O)Cn2c(C(C)O)nc3ccccc32)c1C (stereo not drawn),1.1,-8.4,-1.6,-2.7,-11.4,1480,7.4,-0.8,0.0152,-2.2,-14.9
CCCCNc1nc2ccccc2[nH]1,3.1*,-1.9,0.1,-6.2,-209.9,1505,24.9,10.3,·,1.7,·
CN(C)CCCNC(=O)c1ccc(Cl)c(S(=O)(=O)N(C)c2ccccc2)c1,1,-4.1,0.6,-0.5,0.4,1474,3.4,-4.4,-0.00286,-4.9,·
CCc1nn2cc(C(=O)c3cc(Cl)ccc3O)cnc2c1-c1ccc(F)cc1,1.3,1.7,0.1,-3.1,-31.1,1542,-8.3,-5.8,·,-3.4,8.6
COCCN1C(=O)N[C@@H](c2ccc(Br)cc2)C(C(=O)OC)=C1C,0.9,-13.7,0.8,5.2,9.1,1368,-2.6,3.6,0.105,-4.5,10.3
CCCNS(=O)(=O)c1ccc(OCC(=O)NCc2ccc3c(c2)OCO3)cc1,0.9,11.8,3.3,3.3,8.5,1342,3.3,-5.3,·,7.6,-6.7
COc1ccccc1N(CC(=O)N/N=C/c1c(O)ccc2ccccc12)S(C)(=O)=O,1,-12.1,-0.3,-0.2,2.4,1548,98.9*,-3.3,-1.49,3.8,7.8
Fc1cccc(Cl)c1CSc1ncn[nH]1,0.9,1.0,2.1,-4.5,5.3,1526,-4.7,-12.3,0.506,-6.1,·
CCOc1ccc(C(=O)NCc2ccccn2)cc1,1,3.0,-2.7,4.6,-0.5,1442,-5.6,-2.6,·,1.2,22.9
O=C(CCN1C(=O)c2ccccc2C1=O)N1CCN(c2ccccc2)CC1,1,3.9,-2.5,3.4,3.6,1468,-5.3,3.8,·,1.2,4.5
COc1cc(CNn2cn[nH]c2=S)cc(Cl)c1OCc1ccccc1,0.8,-3.6,2.0,-2.7,17.6,1461,-4.2,-8.3,·,-3.6,·
O=C(NCc1cccnc1)C1CC(=O)N(C2CCCCC2)C1 (stereo not drawn),1,-7.8,2.7,0.5,0.5,1426,-4.0,-7.2,·,-2.5,-11.1
COc1ccc(OC)c(NC(=S)N2CCC(C(O)(c3ccccc3)c3ccccc3)CC2)c1,1,-22.1,0.2,1.9,2.2,1343,15.7,-0.1,0.111,-0.9,5.7
CCC(C)NS(=O)(=O)c1ccc(S(=O)(=O)Nc2cc3c(cc2C(C)=O)OCO3)cc1 (stereo not drawn),1,11.1,1.5,5.2,2.6,1549,-2.4,4.4,0.911,-0.3,-14.6
Nn1c(Cc2ccccc2F)nnc1SCCOc1ccc(Cl)cc1,0.9,-2.9,-0.8,0.1,10.2,1651,-2.3,-2.4,-1.98,6.9,3.6
CCOCCCNC(=O)C(NC(=O)C1CCC(=O)N1)c1ccc(C)cc1 (stereo not drawn),0.9,-4.3,0.1,6.8,6.9,1590,-2.2,0.0,0.965,3.4,·
O=C(O)CCC(=O)NC1CCCCC1,0.8,3.4,-0.1,4.6,19.4,1552,-10.1,-3.2,0.341,-2.8,·
CCOc1cc(NC(=S)NCC2CCCO2)c(OCC)cc1NC(=O)c1cccc(F)c1 (stereo not drawn),1.4,-1.4,-1.5,3.5,-36.9,1537,25.9,3.1,-0.422,-2.7,-17.8
NS(=O)(=O)c1cccc(NC(=O)COC(=O)CC2CC3CCC2C3)c1 (stereo not drawn),0.8,6.5,-0.7,9.2,16.2,1746,-7.4,2.4,2.04,10.2,11.5
Cc1nc(N)nc2c1CCCC2,0.9,4.8,0.0,0.7,6.7,1408,1.3,-5.2,0.553,-5.6,·
O=C(CSc1nc(-c2ccco2)cc(C(F)(F)F)n1)N1CCCc2ccccc21,0.9,-3.2,2.9,-4.8,12.1,1363,3.9,-11.3,·,1.3,-4.4
O=c1c2c(-c3ccc(Cl)cc3)csc2nc2n1CCC2,1.1,-4.8,-5.2,-3.6,-5.0,1525,1.0,5.8,-0.157,-0.4,·
CC(CC(=O)Nc1ccc(Cl)c([N+](=O)[O-])c1)c1ccccc1 (stereo not drawn),0.6,7.3,1.1,3.0,40.6,1676,12.1,-1.4,-1.41,6.7,·
CCOc1ccc(N(CC(=O)Nc2ccc(OC)cc2)S(C)(=O)=O)cc1,1,5.7,2.4,5.4,1.7,1476,-4.1,0.4,·,7.0,-21.2
Cc1ccc(-c2nsc(SCC(=O)Nc3ccc4c(c3)OCO4)n2)cc1,0.9,1.4,0.6,1.2,9.7,1453,1.7,-3.6,·,-2.9,-6.5
CCOc1ccc(-n2c(=O)c3c(C)c(C(=O)N(C)C)sc3n(CC(=O)Nc3ccccc3F)c2=O)cc1,1.3,7.3,-0.2,6.5,-27.7,1408,-7.5,-2.1,-0.147,-7.7,0.0
O=C(CN1CCN(c2ccc(Cl)cc2)CC1)NCc1ccccc1,1,4.9,0.8,-5.0,3.1,1569,-4.6,-0.6,-0.424,-8.1,1.4
Cc1ccc(/C=N/N=C/c2ccc(C)cc2)cc1,1,-22.2,0.8,2.6,2.0,1395,13.6,-3.1,-1.87,-8.8,1.1
Cc1cccc(N2CCN(c3cccc(C)c3)C2c2cccnc2)c1,1,2.5,1.1,3.9,2.4,1835,99.2*,7.2,·,7.5,36.5
Cc1ccc(C(=O)OCC(=O)NC2CCCCC2)s1,1,-2.6,-1.7,-5.1,2.6,1705,-4.5,0.9,0.0699,-1.0,-6.5
CC(C)CCNC(=O)c1ccc2c(SCC(=O)O)c3c(nc2c1)CCCC3,2.4*,9.8,1.9,-3.2,-139.1,1358,-3.2,-1.9,-0.567,0.7,-2.5
O=C(CSc1nc2ccc(Nc3nc(N4CCOCC4)nc(N4CCOCC4)n3)cc2s1)NCc1ccco1,1,-0.9,-0.3,12.7,3.4,1873,66.0*,1.7,-0.263,14.4,-8.2
O=C(Cn1nnc(-c2ccc(N3CCOCC3)cc2)n1)OC1CCCCC1,0.9,0.8,0.6,0.5,7.1,1539,-5.3,10.3,·,6.2,-9.8
Cc1[nH]c2ccccc2c1Cc1n[nH]c(=S)o1,0.9,-17.9,-2.1,6.7,11.6,1739,-5.5,-0.4,·,7.0,·
N#C/C(C(=O)Oc1ccccc1)=C1\C=Cc2ccccc2N1,1,2.2,0.2,-9.3,0.4,1521,7.9,2.5,·,-6.5,·
COc1ccc(Oc2c(Cl)cnn(-c3ccccc3)c2=O)cc1,1,9.4,-4.7,2.6,-2.1,1846,59.1*,5.2,·,2.9,·
NNS(=O)(=O)c1ccc(Cc2ncc(C(F)(F)F)cc2Cl)s1,1,0.7,-2.1,1.7,0.0,1574,-3.4,9.6,·,5.4,·
O=C(COC(=O)Cc1n[nH]c(=O)c2ccccc12)Nc1ccc(Cl)cc1F,0.9,5.5,0.1,-2.5,9.3,1603,-3.0,-2.2,-0.456,5.3,-14.8
CSc1cccc(NC(=S)N(CCCN2CCCC2)Cc2cccs2)c1,0.5,-0.2,-0.3,-0.4,46.5,1509,99.5*,2.6,-1.19,-13.1,-4.8
COc1cc(/C=C(\NC(C)=O)C(=O)Nc2ccc(NC(C)=O)cc2)ccc1OC(C)=O,1.1,-5.9,-0.4,5.8,-6.8,1593,57.4*,3.6,0.606,-5.6,-13.9
COc1ccc(S(=O)(=O)NCc2ccc(C(=O)N(C)Cc3ccco3)cc2)cc1,1,-12.8,-3.4,1.0,0.0,1617,-1.1,4.6,·,18.0,·
Cc1ccccc1NC(=O)Cc1nnc(SCC(=O)c2ccc(Br)cc2)n1C,1,1.0,-0.6,4.2,-4.9,1786,0.3,-1.6,0.525,-9.0,·
CCSC1=NN2CCS(=O)(=O)N=C2S1,1.2,-3.0,-0.1,-0.5,-17.6,1511,-8.1,-0.3,0.173,1.3,-3.8
N#CCCN(C(=S)NC(=O)c1ccco1)c1ccccc1F,1.1,-5.2,0.1,1.7,-13.8,1492,-8.2,1.8,0.0435,0.9,0.8
CCOC(=O)c1cnc2c(-c3cccc(Br)c3)cnn2c1C,1,3.6,0.9,2.1,3.9,1777,-4.8,0.5,0.237,-3.4,1.0
CN(C)CCNC(=S)Nc1ccccc1C(C)(C)C,1,-20.3,-0.6,-3.4,-4.9,1618,0.0,1.3,-0.651,2.8,-1.8
O=c1[nH]n2c(C(F)(F)F)cc(C3CC3)nc2c1N=Nc1ccccc1,1.1,0.1,-1.2,-2.9,-5.7,1366,-1.4,3.8,0.353,-4.3,2.2
CC12C(=O)N(c3ccccc3C(=O)O)C(=O)C1C1C=CC2C1 (stereo not drawn),1,-7.4,0.2,-10.6,-2.7,1426,6.4,4.0,-0.433,-5.5,-5.8
CCOC(=O)C(C)Oc1ccccc1C1NC(=O)NC(C)=C1C(=O)Nc1ccc(C)c(C)c1 (stereo not drawn),0.9,-10.9,7.0,-3.1,7.8,1460,75.8*,-2.3,·,-2.7,-17.2
CC(Cn1nnc2ccccc21)C(=O)O (stereo not drawn),1,-1.4,0.1,-0.1,2.5,1547,-3.2,-1.0,0.571,-5.6,-6.1
C=CCc1cccc(/C=N/c2ncn[nH]2)c1O,0.9,5.1,-0.6,4.4,5.9,1298,-6.0,2.3,-0.00516,4.7,·
O=Cc1ccc(Sc2nnc(-c3ccccc3)o2)c([N+](=O)[O-])c1,0.9,4.8,-0.7,4.1,8.2,1553,4.9,8.2,·,9.9,·
CNC(=O)C1(C)C=CCN1C(=O)c1ccccc1 (stereo not drawn),1.1,3.4,0.8,-2.1,-5.7,1435,-3.4,0.9,-0.0695,5.2,-2.8
S=c1nc(-c2cccc(Cl)c2)[nH][nH]1,0.9,4.6,-0.1,15.5,13.4,1956,-13.4,7.3,-0.132,28.1*,-4.5
Nc1nc(-c2ccco2)nn1C(=O)c1cccnc1,1,-7.6,0.6,-1.3,3.4,1444,-2.5,-2.3,0.134,4.6,-13.7
Cc1cccc(N=c2oc3cc(O)ccc3cc2C(N)=O)c1,0.8,-44.9,2.8,1.0,16.9,1522,-2.4,-3.1,·,-2.6,4.0
Cc1cccc(/C=N/n2c(C)nnc2C)c1,0.9,13.0,-0.1,-1.8,8.4,1465,-4.8,4.0,·,-0.8,·
Cc1cc(C)nc(NC(=O)c2cccc([N+](=O)[O-])c2C)n1,1,-17.5,-7.0,-3.0,-4.7,1713,-2.8,2.9,·,0.1,·
